ER stress death = protection against thapsigargin ER stress killing – CSM14.1 cells, ATP luminescence, primary screen. 48,000 tested, 0.33% active. relative survival (cellular ATP), % at 15 µg/mL (by protocol). CSM14.1 thapsigargin ER stress survival. AID 1010, 2008;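 active means survival measured by cellular ATP above 50% at 15 µg/ml in the first screen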;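 further: cell death triggered by about 15 µM thapsigargin; ATP read 24 h after thapsigargin was added; plate controls were thapsigargin with DMSO for no effect and DMSO without thapsigargin for full effect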
* = called active by the depositor; & = joins results of further samples. An excerpt, so the mix of outcomes need not match the whole.

mol,ER stress death
COc1ccc(-c2csc(-c3cc4ccccc4oc3=O)n2)cc1,5
COc1ccc(OCC(=O)Nc2cccc([N+](=O)[O-])c2)cc1,8
COc1ccc(NC(=O)Cn2nc(C)c3ccccc3c2=O)cc1,-6
O=C1C2C3c4ccccc4C(c4ccccc43)C2C(=O)N1Cc1ccc(F)cc1 (stereo unspecified),13
OC(CNc1ccc(Br)cc1)COc1ccc(OCC(O)CNc2ccc(Br)cc2)cc1 (stereo unspecified),16
O=C(NC12CC3CC(CC(C3)C1)C2)N1CCC(C(O)(c2ccccc2)c2ccccc2)CC1,24
CC1(C)OC2OC(COC(=O)c3ccccc3)C3OC(C)(C)OC3C2O1 (stereo unspecified),-1
CCOc1cc(C=C2C(=O)NC(=S)NC2=O)ccc1OCCOc1ccccc1C,3
CC1CCN(C(=O)c2cc3nc(-c4ccccc4)cc(C(F)(F)F)n3n2)CC1,3
CC1=CC(C)(C)Nc2ccc(OC(=O)COc3ccccc3Cl)cc21,-16
Clc1cccc(CNCc2ccc3c(c2)OCO3)c1,-5
COC(=O)c1cc(C(=O)Nc2ccc(OC)cc2OC)cc([N+](=O)[O-])c1,-2
O=[N+]([O-])c1cc(C(F)(F)F)ccc1N1CCN(S(=O)(=O)c2ccc(Cl)cc2)CC1,4
CCCn1c(/N=C(\C)c2cc(Cl)ccc2O)nc2ccccc21,8
Cn1c(O)c(N=NC(=O)COc2ccc3ccccc3c2)c2ccccc21,-2

The listing continues:
mol,ER stress death
O=C(/C=C/c1ccccc1)NC(c1ccccc1)c1ccccc1,3
O=C(O)c1ccc(NC2=NS(=O)(=O)c3ccccc32)cc1,4
O=C(NC1CCCCC1)C1CN(S(=O)(=O)c2ccccc2)CCN1S(=O)(=O)c1ccccc1 (stereo unspecified),10
O=C1C(=O)N(Cc2ccc3c(c2)OCO3)c2ccccc21,2
COC(=O)C1=C(C)N=c2s/c(=C\c3c(F)cccc3Cl)c(=O)n2C1c1ccccc1 (stereo unspecified),16
COc1ccc(/C=N/NC(=O)CCNc2n[nH]c(=O)[nH]c2=O)c(OC)c1,0
Brc1ccc(C2=CSC3=NCCN23)cc1,-8
O=C(c1nn2c(C(F)(F)F)cc(-c3ccccc3)nc2c1Br)N1CCCCC1,3
CCCC(=O)c1c(Nc2ccccc2)cc(C)oc1=O,3
CC(=O)c1ccc(NC(=O)C2CC=C(C)CC2C(=O)O)cc1 (stereo unspecified),2
O=C1/C(=C/c2ccccc2[N+](=O)[O-])SC(=S)N1Cc1ccco1,10
C#CCSc1nnc2c3ccccc3n(CC=C)c2n1,16
CCN(CC)c1ccc(/C=C/C(=O)C23CC4CC(CC(C4)C2)C3)cc1,6
CCc1nn2c(N)c(C=C3C=C(Cl)C(=O)C(Cl)=C3)c(=O)nc2s1,14
Cc1ccc(OCC(=O)Nc2ccc(O)cc2)cc1C,0

Further results
mol,ER stress death
O=C(Nc1ccc(I)cc1)c1ccc(Cl)cc1Cl,6
COc1ccc(OC)c(C(=O)c2ccc(C(=O)c3cc(OC)ccc3OC)cc2)c1,0
Cc1ccccc1OCC(=O)N/N=C/c1ccc[nH]1,-4
COCCNCCOc1ccc(Br)cc1,-2
O=C1c2ccc(-c3nc4ccccc4c(=O)o3)cc2C(=O)N1c1ccc(I)cc1,-7
CC(C)(C)C(=O)/C=C(/c1ccccc1)N1CCCCC1,3
c1ccc2c(c1)nc(N1CCOCC1)c1nncn12,17
CCOc1ccc(Nc2nc(-c3sc(NC(=O)c4ccccc4)nc3C)cs2)cc1,2
CCCN(CCC)CN1C(=O)S/C(=C/c2ccc(SC)cc2)C1=O,-6
COc1cc2c(cc1OC)C(c1ccccc1)NC(C)(C)C2 (stereo unspecified),-2
NC(=O)NC(c1ccccc1)c1ccc(Br)cc1 (stereo unspecified),10
O=C1NC(=O)N(c2ccccc2)C(=O)/C1=C\c1cccc(OCc2ccc(F)cc2)c1,11
NC(=O)c1c(NC(=O)C2c3ccccc3Oc3ccccc32)sc2c1CCCCCC2,7
O=C(Nc1cccc(Cl)c1)/C(=C/c1cccnc1)NC(=O)c1cccc(Br)c1,0
COC(=O)c1ccccc1NC(=O)c1ccc(CN2CCc3ccccc3C2)cc1,-2

(list continues)
mol,ER stress death
Cc1c(N2C(=O)/C(=C3/C(=O)N(CC(N)=O)c4ccccc43)SC2=S)c(=O)n(-c2ccccc2)n1C,3
CCOC(=O)c1ccc(NC(=NC)SC2CC(=O)N(c3ccccc3F)C2=O)cc1 (stereo unspecified),-3
CC(=O)Nc1ccc(/C(C)=N\NC(=O)CCN2CCCCC2)cc1,4
Cc1ccc(OCC(=O)N2CCN(c3ccc([N+](=O)[O-])cc3)CC2)cc1C,1
COc1ccccc1/C=N/n1c(-c2ccccc2C)nc2ccccc2c1=O,2
COc1ccc(-n2c(=O)c3c(n4c(=S)[nH]nc24)-c2ccccc2CC32CCCCC2)cc1,15
N#CCSc1nc(-c2ccccc2)c(-c2ccccc2)o1,9
Cc1cc(C)c(C)c(OCCCCCCN2CCCC2)c1,-22
Cc1ccc(S(=O)(=O)N=Nc2c(O)[nH]c3ccccc23)cc1C,10
Cc1ccccc1OCC(=O)Nc1ccc(-c2ccccc2)cc1,4
Cc1cc2c(cc1C)N(C(=O)CSc1nc3ccccc3o1)C(C)(C)c1ssc(=S)c1-2,1
CS(=O)(=O)N(Cc1ccc(C(=O)Nc2ccc3c(c2)OCO3)cc1)c1ccccc1,2
CN1C(=O)C(O)(CC(=O)c2ccc(F)cc2)c2ccccc21 (stereo unspecified),4
CC(=O)C12CCCCC1CC1C3CC(C)[C@@]4(O)CC(O)CCC4(C)C3CCC12C (stereo partly specified),-6
COc1ccc(NC(=O)C(=O)N/N=C/c2ccc(OC)c(OC)c2)cc1,16

Next section.
mol,ER stress death
OC(CCOc1cccc2ccccc12)CN1CCN(CC(O)COc2cccc3ccccc23)CC1 (stereo unspecified),-18
COc1ccc(CN2CCN(S(=O)(=O)c3ccc(C)cc3)CC2)cc1,-12
CCOc1ccc(N(CC(=O)Nc2cccc3ccccc23)S(C)(=O)=O)cc1,9
Cc1ccnc(NC(=O)/C=C/c2ccc(-c3ccccc3[N+](=O)[O-])o2)c1,0
CCCCc1ccc(-c2csc(/C(C#N)=C/c3ccc(O)c(OC)c3)n2)cc1,20
Cc1cc(Cl)ccc1OCC(=O)NCc1ccccn1,-4
Cc1ccc(-n2nc(-c3ccccc3)c3c2C(=O)C=CC3=O)cc1,-2
COc1ccc(C(=O)Nc2ccc(OC)c(OC)c2)cc1,-6
COCCN1C(=O)/C(=C/c2ccc(O)c(OC)c2)SC1=S,9
CC(=O)Nc1ccccc1NS(=O)(=O)c1ccccc1[N+](=O)[O-],1
CCN(CC)c1ccc(N/C(N)=N/c2nc(C(F)(F)F)cc(=O)[nH]2)cc1,-1
FC(F)(F)c1ccccc1CN1CCN(Cc2c[nH]c3ccccc23)CC1,-8
COc1cccc(C(=O)Nc2ccc(Cc3ccncc3)cc2)c1,-1
CCc1ccc(-c2csc(/C(C#N)=C/c3ccc(C)o3)n2)cc1,6
O=C(Nc1ccc(Oc2ccccc2)cc1)Nc1cc(F)c(F)cc1Cl,16

Quoted at random: five records from the list.
mol,ER stress death
Cc1cc(Cl)ccc1OCC(=O)NCc1ccccn1,-4
Cc1ccc(-n2nc(-c3ccccc3)c3c2C(=O)C=CC3=O)cc1,-2
COc1ccc(CN2CCN(S(=O)(=O)c3ccc(C)cc3)CC2)cc1,-12
CC(=O)Nc1ccccc1NS(=O)(=O)c1ccccc1[N+](=O)[O-],1
COc1ccc(C(=O)Nc2ccc(OC)c(OC)c2)cc1,-6

In another format: results already given.
CCN(CC)c1ccc(N/C(N)=N/c2nc(C(F)(F)F)cc(=O)[nH]2)cc1
  ER stress death = -1
FC(F)(F)c1ccccc1CN1CCN(Cc2c[nH]c3ccccc23)CC1
  ER stress death = -8
COc1cccc(C(=O)Nc2ccc(Cc3ccncc3)cc2)c1
  ER stress death = -1
CCc1ccc(-c2csc(/C(C#N)=C/c3ccc(C)o3)n2)cc1
  ER stress death = 6

New compounds follow.
mol,ER stress death
CCCCN(CCCC)S(=O)(=O)c1ccccc1[N+](=O)[O-],-1
COC(=O)c1ccc(N=Cc2c(O)n(C)c(=O)[nH]c2=O)cc1,11
COc1ccc(C2C3=C(CC(C)(C)CC3=O)OC3=C2C(=O)CC(C)(C)C3)cc1C(=O)O,2
O=C1CC(N2CCC(O)CC2)C(=O)N1c1ccc(Br)cc1 (stereo unspecified),-5
Cc1nn(CC(=O)Nc2c(Cl)cccc2Cl)c(=O)c2ccccc12,-5
COc1ccccc1CN1CCN(Cc2ccccn2)CC1,-2
COc1ccc(C2CC(C(F)(F)F)n3nc(C(=O)N4CCN(C)CC4)c(Cl)c3N2)cc1 (stereo unspecified),3
S=C(NCCC(c1ccccc1)c1ccccc1)Nc1ccc(Cl)cc1,-6
O=C1CC(N2CCN(C(c3ccccc3)c3ccccc3)CC2)C(=O)N1c1ccc(F)cc1 (stereo unspecified),12
O=C(CN(c1cccc([N+](=O)[O-])c1)S(=O)(=O)c1ccccc1)N1CCc2ccccc2C1,6
C=CCN(CC=C)C(=O)c1cc(OCC)c(OCC)c(OCC)c1,3
Cc1ccc(C(=O)Nc2cccc(NC(=O)COc3ccc(Br)cc3)c2)cc1,34
CC(C)(C)NC(=O)CSc1nc(O)cc(=O)n1-c1ccccc1,16
NC(=O)c1ccccc1NC(=O)c1cc2ccccc2oc1=O,3
N/C(=N/c1nc2ccccc2o1)NC(=O)c1ccccc1[N+](=O)[O-],8

(further entries)
Compound	ER stress death
CC(=O)N1C(=O)c2cccc3cccc1c23	17
O=C(Nc1ccccc1C(F)(F)F)c1ccc(-c2ccc(Cl)cc2Cl)o1	-1
CCOC(=O)NC(Nc1cccc(F)c1)(C(F)(F)F)C(F)(F)F	13
CCOC(=O)C(=C/C=C1/Sc2ccccc2N1C)C(=O)OCC	-12
COc1ccc(/C=C(\C(=O)c2ccccc2)c2nc3ccccc3s2)cc1	10
O=C(c1ccccc1F)N1CCN(c2cc(N3CCOCC3)c(F)cc2[N+](=O)[O-])CC1	11
CN(C)c1ccc(C2/C(=C(/O)c3ccccc3)C(=O)C(=O)N2Cc2ccccc2)cc1 (stereo unspecified)	8
CCC(=O)N1CCN(c2ccc(C(C)=O)cc2F)CC1	8
Cc1ccc(OCC(=O)NCc2cccnc2)c(C)c1	1
Cc1ccc(C2(C)N(O)C(C)C(c3ccccc3)=[N+]2[O-])o1 (stereo unspecified)	-7
CCOc1ccc(-c2nc(-c3ccc(F)cc3)no2)cc1	3
C#CCSc1nc2sc3c(c2c(=O)n1CC=C)CCC3	2
CCOc1ccccc1NC(=O)CN(c1cccc(Br)c1)S(=O)(=O)c1ccccc1	7
CCOC(=O)c1c(-c2ccc(Br)cc2)csc1NC(=O)c1cccc([N+](=O)[O-])c1	10
COc1ccccc1Nc1nc(N2CCOCC2)ncc1F	13
Cc1nc2cc(NCc3ccc(N(C)C)cc3)ccc2n1Cc1ccccc1	12
CC(=O)c1cccc(NC(=O)COc2ccccc2C(C)(C)C)c1	-1
CCN1C(=O)/C(=C\c2cc(Br)cc([N+](=O)[O-])c2O)SC1=S	4
CCOc1ccccc1NS(=O)(=O)c1ccc(OC)cc1	-5
O=C(N/C(=C/c1ccc(-c2cccc([N+](=O)[O-])c2)o1)C(=O)N1CCCCC1)c1ccccc1	4
COc1ccc(C2CC(c3ccc(C)cc3)=NN2C(C)=O)cc1OC (stereo unspecified)	3
O=C(Cc1ccc(Br)cc1)Nc1cc(Cl)c(Cl)cc1Cl	3
O=C(Nc1ccccc1C(=O)Nc1ccc(Cl)cc1)c1ccccn1	3
COc1ccc(Br)cc1/C=C/C(=O)Nc1nc2ccc(C)cc2s1	4
COc1ccc(CNCc2ccccc2)cc1	-3&-4

(continued)
Compound	ER stress death
O=C1NC(=Nc2ccc(Cl)c(Cl)c2)S/C1=C/c1ccccc1O	8
COc1ccc(OCC(=O)Nc2ccc(I)cc2Cl)cc1	6
CCOC(=O)C1=C(C)N=c2s/c(=C\c3cccc([N+](=O)[O-])c3)c(=O)n2C1c1ccccc1F (stereo unspecified)	12
O=CNc1nonc1NNc1ccccc1	2
COc1ccc(CC(=O)NCc2ccc3c(c2)OCO3)cc1OC	2
COc1cccc(C(=O)Nc2ccc3nn(-c4ccc(Cl)cc4)nc3c2)c1	12
Cc1ccc(NC(=S)NC(=O)C(=O)Nc2ccccc2)cc1	-4
O=C(CCCOc1ccccc1)NCCc1ccccc1	6
O=C1NC(=O)N(c2ccccc2Cl)C(=O)/C1=C\C=C\c1ccco1	-1
CC(C)c1ccc(-c2cc(C(=O)O)c3ccccc3n2)cc1	-3
O=C1C2=C(Nc3ccccc3SC2c2ccc3c(c2)OCO3)c2ccccc21 (stereo unspecified)	10
O=C1NC(=O)/C(=C\c2ccc(-c3ccc(C(=O)O)cc3)o2)S1	-16
CCOC(=O)C1=C(C)N(CCOC)C(=O)/C1=C\c1ccc(C)cc1	4
CC(C)c1ccc(NC(=O)C(=O)NCc2cccs2)cc1	8
O=C1C2C(c3ccccc3)OC3(C(=O)c4ccccc4C3=O)C2C(=O)N1c1cccc(C(F)(F)F)c1 (stereo unspecified)	-1
Cc1cccc(C(=O)Oc2ccc3c(C)cc(=O)oc3c2)c1	11
Clc1cccc(OCCCN2CCOCC2)c1Cl	-2
c1ccc(Nc2cccc3nonc23)cc1	-8
